Assay outcomes deposited in PubChem BioAssay by National Center for Advancing Translational Sciences (NCATS).
FLuc modulator: counter-screen for miR-21 project: firefly luciferase inhibitors or activators | P08659 | purified FLuc, Km substrates, luminescence inhibition | Potency, µM (top dose mostly 57.5 µM), without a hit: top-dose activity change, negative = inhibition, most hits filed as inhibitors | 6.9% of 360,000 active | AID 588342;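 note: potency is the fitted concentration of half-maximal effect; plate controls were vehicle for no effect and reference inhibitor for full effect; nearly all actives have a fitted effect of over 55% in size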
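Purified P. pyralis luciferase (10nM final) with 10uM D-luciferin and 10uM ATP (Km levels) in 50mM Tris acetate pH 7.5, 10mM Mg acetate, 0.01% Tween-20, 0.05% BSA; qHTS 6-point titration, ~60 µM downward; luminescence read.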
Giardia killer: kills Giardia lamblia. activity change, % at 7.66 µM, hits read low. 0.15% of 340,000 active. Giardia lamblia trophozoite viability; in the data active = activity change below about -80%; inconclusive = between about -30% and that limit;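 note: parasites exposed to compound for two days anaerobically before the ATP read; % is set by controls: 0 for no effect and ±100 for the full control effect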
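Each well holds 100 Giardia trophozoites and compound. After two days (48 hrs) at 37 deg C in anaerobic conditions, ATP is quantified by luminescence.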
BRCA1 expr up: activators of BRCA1 expression | MCF7-BRCA1-FFLuc reporter, luminescence, 48 h; response scale: scaled: vehicle 0%, 10 µM genistein 100% | 1.1% of 380,000 active | Potency, µM (top dose mostly 46.1 µM), for the others: at the top dose activation, actives largely listed as activators; note: potency is the fitted concentration of half-maximal effect; nearly all actives have a fitted effect of over 80% in size; some results filed as inactive show a strong effect at the top dose
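Luminescence from a BRCA1-driven firefly luciferase in MCF7 cells was read after 48 h compound exposure at 37 C. Data normalized against DMSO and a 10microM genistein activation control, then curve-fitted across the titration.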
NPC1 prom act: NPC1 promoter activation. AID 485313. Huh7 NPC1 promoter luciferase reporter, 24 h. 2.4% of 320,000 active. Potency, µM (top dose mostly 9.22 µM), for the others: at the highest dose activation, most hits filed as activators;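 note: potency is the fitted concentration of half-maximal effect; % of control where 0% means no effect; nearly all actives have a fitted effect of over 60% in size; reporter is driven by a mutant NPC1 promoter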
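Readout is luciferase luminescence, reflecting NPC1 promoter activation in stably transfected Huh7 cells after 24 h compound exposure at 37 °C in reduced-serum medium with 10% FBS.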
Gal4-VP16 FLuc: Gal4-VP16 reporter inhibition counter-screen. Drosophila S2 Gal4-VP16 UAS-luciferase, luminescence, 20 h. Potency, µM (titrated, usually from 53.6 µM), without a hit: at the highest dose activity, negative = inhibition, usual class: inhibitors. 3.5% of 310,000 active. AID 2546;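 note: Gal4-VP16 expression switched on by copper sulfate through the metallothionein promoter; potency is the fitted concentration of half-maximal effect; % is set by controls: 0 for no effect and ±100 for the full control effect; nearly all actives have a fitted effect of over 50% in size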
p53 reactivator: re-activators of mutant p53 | 0.063% of 320,000 active | Potency, µM (highest dose often 92.2 µM), without a hit: top-dose activity change, positive = activation, usual class: activators | H1299 p53-A138V BP100-luciferase reporter, luminescence, 24 h; note: potency is the fitted concentration of half-maximal effect; % of control where 0% means no effect; nearly all actives have a fitted effect of over 45% in size
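p53-null H1299 cells stably carrying temperature-sensitive p53-A138V and a BP100-luciferase reporter were pinned with compounds (4-point, 1:5 series) and held 24 hrs at 37 deg C. Luminescence was read 10 min after detection reagent.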
ELG1 genotoxic: induces genotoxicity in HEK293T cells with luciferase-tagged ELG1 | HEK293T ELG1-luciferase reporter, luminescence, 16 h | Potency, µM (highest dose often 46 µM), without a hit: at the highest dose activity change, positive = activation, usual class: activators | 1.3% of 330,000 active | AID 504466; note: potency is the fitted concentration of half-maximal effect; % of control where 0% means no effect; nearly all actives have a fitted effect of over 60% in size
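Step 1: seed 2,000 HEK293T ELG1-luciferase cells per well. Step 2: add compound or DMSO, incubate 16 hr at 37 °C. Step 3: ONE-Glo, 30 min at room temperature, read luminescence.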
Menin-MLL TR inh: inhibitors of human menin-MLL interaction, mutant MLL peptide. O00255. Menin + Texas Red MLL mutant peptide, fluorescence polarization. Potency, µM (doses to about 61.6 µM), for the others: at the top dose FP activity change, negative = inhibition, most hits filed as inhibitors. 0.23% of 270,000 active; active = well fitted inhibition curve with a large enough effect in the polarisation, with a control signal flat, not every such curve was filed as active; inconclusive = small, poorly fitted or top-dose-only effect, or effect the other way, or a change in a side signal; inactive = no such curve, though single readings can be large or run the other way; the % refers to the polarisation; note: potency is the fitted concentration of half-maximal effect; % of control where 0% means no effect; many of its hits are not listed in these tables
PKM2 act: PKM2 (human) enzyme activation; P14618; purified PKM2, Kinase-Glo ATP luminescence, activation; response scale: 0% is enzyme alone, no compound; Potency, µM (titrated, usually from 57.5 µM), inactives show at the highest dose activation, actives largely listed as activators; 0.34% of 260,000 active; AID 1631; note: potency is the fitted concentration of half-maximal effect; % is set by controls: 0 for no effect and ±100 for the full control effect; nearly all actives have a fitted effect of over 55% in size
Target sequence (P14618 whole entry, looked up): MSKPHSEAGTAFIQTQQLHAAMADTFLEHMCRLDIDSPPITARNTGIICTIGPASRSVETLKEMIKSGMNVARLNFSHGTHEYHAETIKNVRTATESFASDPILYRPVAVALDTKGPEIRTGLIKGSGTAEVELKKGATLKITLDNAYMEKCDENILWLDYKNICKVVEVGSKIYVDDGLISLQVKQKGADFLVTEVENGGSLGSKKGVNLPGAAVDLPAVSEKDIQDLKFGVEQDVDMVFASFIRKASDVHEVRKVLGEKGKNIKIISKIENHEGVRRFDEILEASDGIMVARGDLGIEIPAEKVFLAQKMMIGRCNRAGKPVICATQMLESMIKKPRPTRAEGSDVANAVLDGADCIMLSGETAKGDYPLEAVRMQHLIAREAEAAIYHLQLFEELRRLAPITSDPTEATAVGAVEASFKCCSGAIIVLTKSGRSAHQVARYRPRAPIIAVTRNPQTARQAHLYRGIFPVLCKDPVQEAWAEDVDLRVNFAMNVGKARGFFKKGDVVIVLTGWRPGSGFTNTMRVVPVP
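hPK-M2, >95% pure; 0.1 mM ADP / 0.5 mM PEP final; imidazole pH7.2 buffer w/ 7 mM MgCl2, 50 mM KCl; 1 h RT; Kinase-Glo lum. Intermediate enzyme activity for dual inhibitor/activator qHTS.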
Rab9 prom act: activators of Rab9 promoter; Huh7 Rab9 promoter-luciferase reporter, luminescence, 24 h; Potency, µM (highest dose often 9.22 µM), for inactives: at the highest dose activation, negative = inhibition, usual class: activators; 2.8% of 320,000 active; AID 485297; note: potency is the fitted concentration of half-maximal effect; % of control where 0% means no effect; nearly all actives have a fitted effect of over 60% in size
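Luciferase signal after 10 min detection reagent at ambient indicates Rab9 promoter upregulation; stably transfected Huh7 cells were treated 24 h with compound in DMSO at 37 °C, 5% CO2.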
RORg inh: blocks mouse ROR gamma transcriptional activity | 5.4% of 310,000 active | P51450 | Drosophila S2 Gal4-RORgamma UAS-luciferase reporter, 20 h | Potency, µM (titrated, usually from 53.6 µM), for inactives: top-dose activity change, negative = inhibition, usual class: inhibitors; note: potency is the fitted concentration of half-maximal effect; % is set by controls: 0 for no effect and ±100 for the full control effect; nearly all actives have a fitted effect of over 60% in size
Target sequence (P51450 whole entry, looked up, the tested form may be a part): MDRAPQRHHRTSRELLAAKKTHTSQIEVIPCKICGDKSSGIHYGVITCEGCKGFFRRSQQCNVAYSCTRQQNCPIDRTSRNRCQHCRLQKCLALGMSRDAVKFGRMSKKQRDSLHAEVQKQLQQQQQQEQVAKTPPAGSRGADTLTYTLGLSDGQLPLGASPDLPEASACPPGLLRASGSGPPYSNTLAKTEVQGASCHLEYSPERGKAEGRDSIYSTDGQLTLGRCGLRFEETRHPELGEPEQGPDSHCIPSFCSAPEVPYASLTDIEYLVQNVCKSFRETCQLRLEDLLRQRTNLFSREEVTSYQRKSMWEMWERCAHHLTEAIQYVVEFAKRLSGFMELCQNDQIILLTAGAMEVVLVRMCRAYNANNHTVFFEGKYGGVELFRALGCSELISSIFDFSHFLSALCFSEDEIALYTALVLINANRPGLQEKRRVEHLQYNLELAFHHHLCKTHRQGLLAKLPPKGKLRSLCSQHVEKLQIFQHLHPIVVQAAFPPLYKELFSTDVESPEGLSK
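Luminescence from a UAS-regulated Photinus luciferase reporter in stably transfected Drosophila Schneider cells is measured; decreased signal marks ROR gamma inhibition. Fusion expression is induced by 700 uM copper sulfate for 20 hr.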
* = called active by the depositor; ? = inconclusive; . = no result given; [ ] = another dose, or the depositor's remark. Unless noted, calls come from the whole dose curve; as a rule, active = well fitted curve in the direction sought with a large enough effect; inconclusive = small, poorly fitted or top-dose-only effect, or another doubt; inactive = no such curve, though single readings can be large; an effect the other way counts as inactive or inconclusive. A portion of the library; the hit share may differ from the screen's.

SMILES | FLuc modulator | Giardia killer | BRCA1 expr up | NPC1 prom act | Gal4-VP16 FLuc | p53 reactivator | ELG1 genotoxic | Menin-MLL TR inh | PKM2 act | Rab9 prom act | RORg inh
C/C(=N\N=C\c1ccccc1)c1nnn(-c2nonc2N)c1C | -3% | 21 | 19% | 23% | 0% | 5% | 3% | ? | 2% | 25% | -1%
CCN1CCN(C(=O)c2cc3cc(Cl)ccc3[nH]2)CC1 | -9% | -18 | 2% | 5% | -6% | -4% | 8% | -11% | . | 17% | 18%
COc1ccc(OC)c2[nH]c(=O)c(CCNS(=O)(=O)c3ccccc3)cc12 | -4% | 0 | -27% | 1% | -21% | -4% | 0% | -16% | 16% | 8% | ?
CC(=O)c1ccc(NC(=O)c2cccs2)cc1 | 15µM* | -8 | 76% | 2.8µM* | -8% | ? | 16µM* | -1% | -14% | 2.2µM* | -6%
O=C(CCc1nc2sc3c(c2c(=O)[nH]1)CCCC3)NCCc1ccc(F)cc1 | 1% | 22 | -18% | -1% | -1% | 2% | -3% | 38%[activator] | -3% | 0% | 7%
CCCNC(=S)NCc1ccc(Cl)cc1 | -2% | 20 | -24% | 0% | -72% | ? | -1% | 2% | -7% | 1% | 10µM*
COc1ccc(C(=S)NCS(=O)(=O)c2ccc(C)cc2)cc1 | ? | 10 | 6% | -2% | ? | 9% | -4% | 11% | 20% | -5% | 16µM*
Cc1cc(C)nc(N2CCCC(C(=O)NCc3ccccc3)C2)n1 (configuration not stated) | 1% | -2 | -3% | -7% | 7% | 5% | -1% | -24% | -14% | 2% | -1%
COc1cc2nc(SCc3ccc(F)cc3)n(Cc3cccs3)c(=N)c2cc1OC | -1% | -4 | -32% | -3% | ? | -1% | -8% | -19% | 0% | 0% | -1%
COc1ccc(S(=O)(=O)Nc2cc3c(C(C)=O)c(C)oc3c3ccccc23)cc1 | 0% | 5 | -89% | -12% | 5% | 9% | 6% | 10% | 0% | -21% | -33%
CC1CCCC(NC(=O)COC(=O)COc2ccccc2Cl)C1C (configuration not stated) | 5% | 12 | -2% | -4% | 4% | -3% | 3% | -5% | -5% | 3% | -2%
CCN1CCN(CC(=O)Nc2ccc(OC(F)(F)F)cc2)CC1 | 0% | 9 | -6% | 3% | 4% | 6% | -4% | -9% | . | -1% | 8%
CC(C)c1nnc(NC(=O)C2CCCO2)s1 (configuration not stated) | -4% | 21 | 27% | 2% | -9% | 5% | 7% | 3% | -5% | 4% | 6%
CCn1c(SCC(=O)c2ccc3c(c2)OCCO3)nnc1C(C)C | ? | -5 | 60% | ? | 6% | 26% | 3% | -11% | -4% | ? | -14%
CCN(Cc1ccccc1)c1ccc(/C=N/N=C(N)N)cc1 | 4% | -9 | -74% | -10% | ? | -5% | 9% | -14% | 0% | 0% | ?
COc1ccc2c(c1)CCc1c(C(=O)NCCN3CCOCC3)noc1-2 | -16% | -1 | -39% | -1% | 7% | -3% | 2% | -7% | 1% | -3% | 11%
CC(=O)N1Cc2ccccc2CC1C(=O)NCc1ccccc1F (configuration not stated) | 0% | 5 | 11% | 0% | -2% | 2% | -2% | -13% | 4% | -1% | -19%
CC1CCCN(CCCNC(=O)C2CCC(CNS(=O)(=O)c3cccc4nsnc34)CC2)C1 (configuration not stated) | 2% | -13 | 0% | 1% | 0% | -9% | 2% | -17% | . | 5% | -15%
COc1ccc(N2CCN(Cc3nc4c(c(=O)n(C)c(=O)n4C)n3CCc3ccccc3)CC2)cc1 | -15% | 7 | 17% | -3% | -4% | 28% | 2% | -11% | -2% | -3% | -12%
COC(=O)c1ccc(Cn2cc([N+](=O)[O-])cn2)cc1 | -3% | 12 | 5% | 1% | 3% | -2% | 1% | . | 2% | -1% | 10%
CCN(CC)c1ccc(/C=N/NC(=O)c2cc(C)nc3ccccc23)cc1 | ? | -23 | -27% | 2% | ? | -1% | 13% | . | 8% | -5% | 11µM*
C=CCn1c(=O)c2ccccc2n2c(=S)[nH]nc12 | 1% | -18 | -26% | 2% | -6% | 1% | -5% | -25% | . | 0% | -29%
Cc1ccc(CN2CCC(NC(=O)c3ccccc3)CC2)cc1 | 1% | 6 | -9% | -2% | -16% | 7% | -2% | 21% | . | -2% | 2%
Cc1cc(O)c(N)c(C)c1Cl | -6% | 21 | -45% | 0% | ? | -1% | 5% | 14% | 23% | 14% | ?
CC(=O)c1c(C)[nH]c(C(=O)OCc2cccc(Cl)c2)c1C | ? | -8 | -16% | 7% | 19% | 5% | 22% | 5% | -1% | 14% | ?
SMILES | FLuc modulator | Giardia killer | BRCA1 expr up | NPC1 prom act | Gal4-VP16 FLuc | p53 reactivator | ELG1 genotoxic | Menin-MLL TR inh | PKM2 act | Rab9 prom act | RORg inh
NS(=O)(=O)c1ccc(NC(=S)N2CCN(Cc3ccc4c(c3)OCO4)CC2)cc1 | 1% | -23 | -3% | -2% | -14% | -3% | -10% | 14% | 1% | -7% | ?
O=C(Nc1sc2c(c1C(=O)NCc1ccco1)CCCC2)c1ccc2c(c1)OCO2 | 12µM* | -11 | 66% | 0% | 2%[0.365 µM] | ? | 10µM* | ? | 15% | ? | ?
Cc1ccc(S(=O)(=O)N2CCN(C(=O)c3sccc3C)CC2)cc1 | 0% | 15 | -12% | 6% | . | -2% | -2% | . | . | 0% | .
Fc1ccc(CSc2nnc(-c3ccncc3)o2)cc1 | -2% | 12 | 14% | 14% | -1%[10 µM] | -3% | -21% | 0% | 5% | 2% | 16%
CN(C)N(C)C(=O)C(O)(c1ccccc1)c1ccccc1 | 0% | -15 | 36% | 0% | -15% | -3% | 0% | -22% | 2% | -14% | 8%
CN(CC(=O)Nc1ccc(F)cc1)C(=O)CCc1ccccc1 | 2% | -19 | -3% | 2% | 24% | -4% | -1% | 1% | -7% | 1% | 10%
COC(=O)C1CN(C(=O)COc2ccccc2)c2ccccc2O1 (configuration not stated) | 4% | -4 | -8% | -1% | -3% | 0% | 1% | -17% | . | 0% | 16%
CCN(CCCNC(=O)CN1C(=O)COc2ccc(S(=O)(=O)N3CCC(C)CC3)cc21)Cc1ccccc1 | 2% | 13 | 20% | -3% | -18% | -7% | 2% | -25% | 0% | -3% | 22%
CCOC(=O)C1(CC2CC2)CCN(S(=O)(=O)C[C@]23CC[C@H](CC2=O)C3(C)C)CC1 | 0% | -8 | 10% | -1% | 2% | -5% | -9% | ? | -11% | -10% | -9%
CN1CCCN(S(=O)(=O)c2ccc(Cl)c(Cl)c2)CC1 | 0% | 9 | -6% | -2% | 3% | -4% | 2% | -16% | 0% | ? | 1%
S=c1[nH]nc(-c2ccc3ccccc3n2)n1-c1ccc2ncccc2c1 | ? | -17 | -4% | 4% | ? | -6% | 10% | 13% | -27% | 3% | ?
O=C(COC(=O)c1cccc([N+](=O)[O-])c1)c1ccc2c(c1)OCO2 | 2.7µM* | . | . | 3.5µM* | . | ? | 21µM* | . | . | 2.5µM* | .
CN(C)c1cccc(C(=O)NN2C(=O)NC3(CCCCC3)C2=O)c1 | -14% | 6 | 84% | ? | . | ? | 13% | . | . | ? | .
O=C(CCN1C(=O)/C(=C\c2ccc(F)cc2)SC1=S)Nc1ccccc1 | 1% | -10 | -11% | 1% | -18% | 5% | -1% | ? | 0% | 0% | 11%
Cc1ccc(N(C)C(=O)c2ccc(CNc3c(N4CCC(C)CC4)c(=O)c3=O)cc2)cc1 | 8% | -10 | 14% | -3% | 1% | -3% | -6% | . | 3% | -6% | 6%
COc1ccc(S(=O)(=O)N2CCOCC2)cc1NC(=O)c1cc(C)oc1C | 4% | 2 | -5% | -4% | . | . | 0% | . | . | -1% | .
O=C(NCC1CCCO1)c1ccc(COCC(F)(F)C(F)F)cc1 (configuration not stated) | -1% | -3 | 44% | 8% | 7% | 0% | 7% | 6% | 1% | 13% | -25%
Cc1cc(N)c(NC2=CC(=O)CC(C)(C)C2)cc1C | -12% | 13 | 13% | 12% | ? | ? | -1% | -18% | -5% | 7% | ?
COc1ccc(-n2c(SC)nnc2-c2c[nH]c3ccccc23)cc1 | -1% | 42[activator] | 40% | 2% | -3% | -1% | 17% | -19% | -2% | 3% | -5%
COc1ccc(-c2nc(N)n(C(=O)c3cccs3)n2)cc1 | -9% | 19 | -6% | 3% | 3%[10 µM] | 6% | 0% | 5% | -8% | -3% | -3%
O=S(=O)(c1ccc(Br)cc1)N1CCCC1c1nc2ccccc2s1 (configuration not stated) | 3% | 9 | -20% | 0% | -11% | -7% | -6% | 13% | 1% | 2% | ?
CCN(C(=O)COC(=O)CNS(=O)(=O)c1ccc2ccccc2c1)C1CCCCC1 | -1% | ? | -10% | 0% | . | -3% | -10% | . | . | -2% | .
